High-throughput results (PubChem)
KDM5B inh: Primary screen for KDM5B Histone Demethylases FDH-coupled qHTS. KDM5B demethylase, FDH-coupled NADH fluorescence (FDH is formaldehyde dehydrogenase). Lysine-specific demethylase 5B (Homo sapiens), Q9UGL1. Potency, µM (doses to about 57.7 µM), without a hit: at the top dose activity change, negative = inhibition, actives largely listed as inhibitors. AID 1347165, 2019. actives 2.6% (n = 220,000); active = well fitted inhibition curve with a large enough effect; inconclusive = small, poorly fitted or top-dose-only effect; inactive = no such curve, though single readings can be large or run the other way; note: 0% is about no effect; nearly all actives have a fitted effect of over 70% in size
Target sequence (Q9UGL1 whole entry, looked up): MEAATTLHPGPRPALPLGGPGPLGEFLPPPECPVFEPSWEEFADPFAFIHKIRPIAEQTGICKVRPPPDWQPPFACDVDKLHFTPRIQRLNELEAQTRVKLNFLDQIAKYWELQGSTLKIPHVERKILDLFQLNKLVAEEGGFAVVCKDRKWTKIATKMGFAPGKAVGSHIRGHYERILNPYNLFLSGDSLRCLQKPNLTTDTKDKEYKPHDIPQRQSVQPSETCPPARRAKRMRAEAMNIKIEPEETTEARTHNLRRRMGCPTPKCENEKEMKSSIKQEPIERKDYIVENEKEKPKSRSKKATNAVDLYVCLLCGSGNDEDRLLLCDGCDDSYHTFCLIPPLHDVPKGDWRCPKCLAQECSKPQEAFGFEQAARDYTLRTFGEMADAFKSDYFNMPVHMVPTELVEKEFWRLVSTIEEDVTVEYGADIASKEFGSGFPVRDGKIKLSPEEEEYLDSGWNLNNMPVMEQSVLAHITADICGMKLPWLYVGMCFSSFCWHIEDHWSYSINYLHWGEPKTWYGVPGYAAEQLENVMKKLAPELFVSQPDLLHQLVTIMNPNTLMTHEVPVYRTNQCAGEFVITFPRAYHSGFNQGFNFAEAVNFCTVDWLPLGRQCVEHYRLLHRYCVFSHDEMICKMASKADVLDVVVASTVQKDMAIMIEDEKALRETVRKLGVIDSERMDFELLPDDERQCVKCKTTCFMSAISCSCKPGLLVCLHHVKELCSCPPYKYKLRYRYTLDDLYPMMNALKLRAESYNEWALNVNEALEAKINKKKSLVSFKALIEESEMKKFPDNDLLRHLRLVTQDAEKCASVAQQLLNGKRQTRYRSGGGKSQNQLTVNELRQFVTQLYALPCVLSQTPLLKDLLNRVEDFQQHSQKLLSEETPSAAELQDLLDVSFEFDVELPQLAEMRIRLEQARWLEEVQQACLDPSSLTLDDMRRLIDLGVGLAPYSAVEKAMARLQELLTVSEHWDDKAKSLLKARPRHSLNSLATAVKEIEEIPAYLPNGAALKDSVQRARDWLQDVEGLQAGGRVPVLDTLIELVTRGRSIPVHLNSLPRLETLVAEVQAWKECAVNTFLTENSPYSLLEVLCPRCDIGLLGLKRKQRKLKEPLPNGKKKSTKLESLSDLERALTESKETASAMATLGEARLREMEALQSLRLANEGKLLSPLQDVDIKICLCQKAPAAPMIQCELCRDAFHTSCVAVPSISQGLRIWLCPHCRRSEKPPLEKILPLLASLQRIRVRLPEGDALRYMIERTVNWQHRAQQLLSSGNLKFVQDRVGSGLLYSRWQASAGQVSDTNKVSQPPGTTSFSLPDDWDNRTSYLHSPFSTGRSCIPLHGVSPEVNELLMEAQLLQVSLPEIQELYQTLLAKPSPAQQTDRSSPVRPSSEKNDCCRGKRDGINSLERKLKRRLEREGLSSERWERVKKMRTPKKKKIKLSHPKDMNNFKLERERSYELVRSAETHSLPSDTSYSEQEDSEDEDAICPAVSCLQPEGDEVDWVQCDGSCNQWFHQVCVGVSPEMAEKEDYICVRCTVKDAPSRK
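Compound dilutions met 200 nM (final) KDM5BΔAP for 10 min at room temperature before substrate addition. The substrate mix held 12.5 µM H3K4me3 with cofactors 25 µM α-ketoglutarate and 50 µM Fe²⁺. NADH signal gain over 30 min defined activity.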
* marks the source's active call; other numbers are inactive results; u = inconclusive; [ ] = dose if it differs, or a comment. Potency is the fitted concentration of half-maximal effect. Only part of the results is shown; the hit share may differ from the screen's.

SMILES	KDM5B inh
COc1ccc2nc3n(c2c1)[C@@H](CNC(=O)c1ccccn1)COC3	u
COc1cc2c(cc1OC)C(COc1ccc3c(C)cc(=O)oc3c1)N(C(=O)c1cccc(OC)c1OC)CC2 (stereo not drawn)	-2%
N#Cc1ccccc1Cn1cnc2nc3c(cc2c1=O)CCCC3	-10%
Cc1oc(-c2ccccc2F)nc1CS(=O)(=O)CC(=O)NCCN(CC(C)C)CC(C)C	-1%
CC(C)(CNC(=S)Nc1ccc(SC(F)F)cc1)N1CCCCC1	-21%
CCCCN(CCCC)CCNC(=O)Cn1nc(CC)n2c(cc3sccc32)c1=O	-6%
C[C@@H]1C[C@H](C)CN(C(C(=O)O)c2cn(Cc3ccccc3)c3cc(C(=O)O)ccc23)C1 (stereo partly drawn)	u
Cc1cc(N2CCCCCC2)n2nc(Cc3ccccc3)nc2n1	19%
CCCCc1ccc(-n2nc3cc(Cl)c(NC(=O)c4ccc(OC)cc4)cc3n2)cc1	-17%
COc1ccc(C(=O)N[C@@H]2CCC[C@@H]2C(=O)N2CCN(c3ccccn3)CC2)cn1	u
CC1CCCCN1C(=O)c1cnc(Cc2c(Cl)cccc2Cl)[nH]c1=O (stereo not drawn)	28%
O=C(c1ccccc1)N1CCC2(CC1)NCCc1c2[nH]c2ccccc12	-28%
CN(C)c1ccc(CNC(=O)C2CCN(S(=O)(=O)c3ccc4c(ccn4C)c3)CC2)cc1	u
CCOC(=O)C1(Cc2ccc(OC)cc2)CCNCC1	-6%
O=C(COc1ccccc1)N1CCCC2(C1)Nc1cccnc1NC2=NCc1ccccc1 (stereo not drawn)	u
CCCC(=O)NC1CCN(c2cnn(CC3CC3)c(=O)c2)CC1	-5%
CS(=O)(=O)Cc1ccc(C(=O)N(CCc2ccccc2)Cc2ccccc2)cc1	38%
CC(=O)Nc1ccc(CN2CCCC3(Cc4ccccc4CNC3=O)C2)cc1 (stereo not drawn)	-6%[115 µM]
O=C(CSc1nnc(CNC(=O)c2ccccc2)o1)NCc1ccco1	-9%
N/C(CC(=O)Nc1ccc(F)c(Cl)c1)=N\OC(=O)c1cccs1	9%
Cc1c(-c2ccccc2F)[nH]c2ccc(CNS(=O)(=O)C3CC3)cc12	28µM*
CC(C)(C)c1ccc(-n2ncc3c2CCCC3NC(=O)C2=NNC(=O)CC2)cc1 (stereo not drawn)	23%
O=C(CCCc1ccccc1)N1CCN(c2cc(-c3ccccc3)[nH]n2)CC1	0%
CC1CCN(C(=O)C2CCC(CNc3c(N4CCCCC4)c(=O)c3=O)CC2)CC1 (stereo not drawn)	22%
CNC(=O)[C@@H](c1ccccc1F)N1CCC[C@H]1C(=O)NCCOC	u
(listing goes on)
SMILES	KDM5B inh
Fc1ccc(CNCc2cccc3ccccc23)cc1	25%
O=C(O)COc1ccc(-c2nccc3c2C(=O)N(Cc2cccc(C(F)(F)F)c2)CC(COc2cccnc2)O3)cc1 (stereo not drawn)	u
COc1ccc(N(C(=O)c2cccc(C)c2)S(=O)(=O)c2ccc(C)cc2)cc1	u
Cc1nc(-c2ccc(S(=O)(=O)Nc3ccc(F)cc3C)cc2)co1	3%
Cc1ccccc1OCCN(C)Cc1cc(=O)oc2cc(O)ccc12	u
O=C(NCCc1c[nH]c2ccccc12)OCc1cn(Cc2cc(F)cc(F)c2)nn1	9%
COc1ccc(C(=O)N2CCC3(CC2)NC(=O)N(Cc2ccc(F)cc2)C3=O)cc1	26%
Cc1noc(-c2ccc(OC3CN(S(=O)(=O)c4cn(C)cn4)C3)cc2)n1	16%
CN1CCN(c2nc3c(c(=O)[nH]2)CCN(Cc2ccccc2Br)CC3)CC1	-17%
CCS(=O)(=O)c1ccc(O)c(NC(=O)Nc2ccccc2OC)c1	29%
CN(C)S(=O)(=O)c1ccc(-c2nc(C#N)c(NCCCn3ccnc3)o2)cc1	u
Cc1noc(-c2cn(C3CCN(C(=O)c4ccc(C#N)cc4)CC3)nn2)n1	4%
c1ccc(C(=NN=C2CCCCCC2)c2ccccc2)cc1	5%
Cc1nn2c(c1-c1ccccc1Oc1ccccc1)N(Cc1ccc(OCC(=O)O)cc1)CCC2	u
COCc1cc(C[C@@H]2CC[C@H](O)[C@@H](CNCc3ccccc3O)O2)no1	68%[activator][86.2 µM]
CC(C)N1C(=O)C2(CCCC2)C1C(=O)NCCN1CCC(Cc2ccccc2)CC1 (stereo not drawn)	-16%
CCOC(=O)Nc1ccc2c(CN3CCC(C(=O)OCC)CC3)cc(=O)oc2c1	u
O=C(Nc1ccc(F)c(F)c1)c1cc(S(=O)(=O)NC2CCCCCC2)ccc1F	u
Cc1ccc(N2C(N)=C(C#N)C3(C(=O)Nc4ccc(C)cc43)C3=C2CC(C)(C)CC3=O)cc1 (stereo not drawn)	-15%
Cc1ccccc1OCCC(=O)Nc1ccc2c(C)cc(=O)oc2c1	u
O=C(NCc1ccccc1)c1ccc(CSCc2ccccc2Cl)o1	3%
O=C(CSc1nnc(-c2ccccc2)n1-c1ccc(Cl)cc1)Nc1ccc2cn[nH]c2c1	21%
COc1cc(-c2noc(-c3ccc(N4CCOCC4)c([N+](=O)[O-])c3)n2)cc(OC)c1OC	8%
CCc1cc2c(Sc3ccc(C(F)(F)F)cn3)ncnc2s1	4%
CC(C)CC(=O)NC(C(=O)N1CCCCC1)C1CCN(C(=O)c2ccc(Cl)cc2)CC1 (stereo not drawn)	28%

Rewritten with bars between the fields: part of the list above.
SMILES | KDM5B inh
CCS(=O)(=O)c1ccc(O)c(NC(=O)Nc2ccccc2OC)c1 | 29%
CN(C)S(=O)(=O)c1ccc(-c2nc(C#N)c(NCCCn3ccnc3)o2)cc1 | u
Cc1noc(-c2cn(C3CCN(C(=O)c4ccc(C#N)cc4)CC3)nn2)n1 | 4%
c1ccc(C(=NN=C2CCCCCC2)c2ccccc2)cc1 | 5%

(next part)
SMILES	KDM5B inh
CCc1ccc(S(=O)(=O)c2cn(C)c3cc(N4CCCC4)c(F)cc3c2=O)cc1	u
CN(C)c1ccc(CNc2nc(-c3ccco3)nn2S(=O)(=O)c2ccc(Cl)cc2)cc1	u
COCc1nncn1C1CCN(S(=O)(=O)c2ccccc2)CC1	-6%
Cc1ccc2oc(=O)cc(CN3CCN(CCO)CC3)c2c1	-17%
Cc1ccc(C)c(NC(=O)C(=O)NCC(c2cccnc2)N2CCN(c3ccc(F)cc3)CC2)c1 (stereo not drawn)	3%
Cc1c(C(C)NC(=O)Cn2ccc(=O)[nH]c2=O)cnn1-c1ccc(F)cc1F (stereo not drawn)	0%
O=C(NCC(=O)N(c1ccccc1)C1(C(=O)NC2CCCCC2)CCCCC1)c1ccccc1	-1%
CCCN(CC(=O)Nc1ccccc1OC)C(=O)c1cc(=O)c2ccccc2o1	12%
COc1ccc(CN2CCc3nc(SCC(=O)Nc4cc(C)cc(C)c4)[nH]c(=O)c3C2)cc1	-24%
Cc1c(C=N)c(O)n(C)c(=O)c1C#N	-19%
O=C(C1CCCCC(=O)N1Cc1ccccc1)N1CCc2ccccc2C1 (stereo not drawn)	-19%
CN(C)C(=O)c1ccc(I)cc1	14%
COc1ccc(C(=O)Nc2ccc(-c3cc4ccccc4oc3=O)c(C)c2)cc1Br	u
CSc1nn(Cc2cccc(C)c2)c(N)c1S(=O)(=O)c1ccccc1	-24%
CCC1(O)CCC12CCN(C(=O)c1ccsc1)CC2 (stereo not drawn)	38%
Clc1ccc(C2Cn3nnc(-c4nc(C5CCCCC5)no4)c3CO2)cc1 (stereo not drawn)	-12%
CCOC(=O)CNC(=O)Cn1cnc2c(nnn2-c2ccc(OC)cc2)c1=O	7%
CN(Cc1nc2ccccc2c(=O)[nH]1)C(=O)Cc1csc(-c2ccccc2Cl)n1	-1%
COc1ccc(N2CC(c3nc(-c4cc(OC)c(OC)c(OC)c4)no3)CC2=O)cc1Cl (stereo not drawn)	-13%
Cc1cc(Nc2ccccc2F)n2nc(Cc3ccccc3)nc2n1	4%
CC(=O)Nc1cccc(C(C)NC(=O)Nc2cccc(Cl)c2Cl)c1 (stereo not drawn)	11%
CC(C)NC(=O)NC[C@H]1OC[C@@H](NCc2cnc[nH]2)[C@@H]1O	57%[activator][86.2 µM]
Cc1ccc(Cl)cc1N1CCN(c2ncnc3onc(-c4ccc(F)cc4)c23)CC1	0%
CCOc1ccc(CCNC(=O)Cn2cccc2-c2nc(-c3ccccc3)no2)cc1OCC	-4%
CCn1cc(CN2CCCC(C(=O)Nc3cccc(-n4cccn4)c3)C2)c(C)n1 (stereo not drawn)	-1%

Already shown: an excerpt of the list.
SMILES	KDM5B inh
CCc1ccc(S(=O)(=O)c2cn(C)c3cc(N4CCCC4)c(F)cc3c2=O)cc1	u
CN(C)c1ccc(CNc2nc(-c3ccco3)nn2S(=O)(=O)c2ccc(Cl)cc2)cc1	u

Going on with the list:
SMILES	KDM5B inh
Cc1cc(C2CCC2)nc(N2CCN(C)C3(CCNC(=O)CC3)C2)n1 (stereo not drawn)	-36%
CS(=O)(=O)c1ccc2sc(N)nc2c1	-8%
CCOC(=O)c1cccc(NC(=O)N[C@H]2CO[C@H]3[C@@H]2OC[C@H]3OC(=O)Nc2ccccc2)c1	-4%
Cc1ccc(Cl)cc1-n1ncc2c(=O)n(CC(=O)Nc3ccc(F)cc3Cl)cnc21	u
CCc1nc2ccccc2c(C(=O)OCC(=O)NC(=O)NC(C)C)c1C	5%
O=C(Nc1cccc2[nH]ccc12)C(=O)NC1CCCC1	10%
COc1cc(-c2cc3n(C)c(C)c(CCC(=O)Nc4ccc(F)cc4)c(=O)n3n2)cc(OC)c1OC	-13%
Cc1ccc(NC(=O)CSc2nnc3n(CC(C)C)c(=O)c4cc(F)ccc4n23)c(C)c1	8%
CCc1nc2ccc(C(=O)NCCc3ccc(SC)cc3)cc2nc1CC	-24%
COCCNC(=O)[C@H](CSCc1ccccc1)N1Cc2ccccc2C1=O	26%
CCC(CC)C(=O)N1CC[C@@H]2COCCN(Cc3cccnc3)[C@@H]2C1	-28%
CSc1nc(C)c(CCC(=O)NC(C)c2ccc(F)cc2F)c(C)n1 (stereo not drawn)	14%
Cc1ccc(OCC(=O)N(Cc2ccco2)c2ccccn2)cc1	-11%
O=C(COc1cccnc1[N+](=O)[O-])Nc1ncc(Cl)cc1Cl	u
CC1=C(C(=O)Nc2ccccc2C(=O)NCCc2ccco2)SCCO1	-3%
CCC(C)NC(=O)c1cc2cc(OC)ccc2oc1=O (stereo not drawn)	u
CCOC(=O)/C(C#N)=C/Nc1cc(F)ccc1C	-3%
COc1ccc(CC(=O)N2CC3CC(C2)[C@H]2CCCC(=O)N2C3)cc1 (stereo partly drawn)	-2%
CCn1nccc1C(=O)N1C[C@@H](Oc2cccnc2)C[C@H]1C(=O)NCCOC	-5%
COc1ccccc1C(=O)N1CCn2c(nnc2-c2ccccc2)C1	-8%[86.2 µM]
Cc1cccn2c(=O)c(C(=O)NCc3cccc(F)c3)cnc12	u
COc1ccc(-c2ccccc2)cc1N1C(=O)[C@@H]2C[C@H]1CN2C(=O)[C@H]1CCCO1	7%
CC(=O)Nc1ccc(C(=O)NC(C)c2ccc(-n3ccnc3)cc2)cc1 (stereo not drawn)	14%
COCCOCC1(CNC(=O)Nc2cccnc2)C[C@@H](O)[C@@H](O)C1 (stereo partly drawn)	-26%[86.2 µM]
CC(C)Oc1ccc(C(=O)N2CC(c3nnc(C(C)C)o3)C3(CCOCC3)C2)cc1 (stereo not drawn)	-12%

Some of the entries so far, with values ahead of the structure:
| KDM5B inh | Molecule |
| --- | --- |
| u | CN(C)S(=O)(=O)c1ccc(-c2nc(C#N)c(NCCCn3ccnc3)o2)cc1 |
| -1% | CN(Cc1nc2ccccc2c(=O)[nH]1)C(=O)Cc1csc(-c2ccccc2Cl)n1 |
| 10% | O=C(Nc1cccc2[nH]ccc12)C(=O)NC1CCCC1 |
| u | O=C(COc1cccnc1[N+](=O)[O-])Nc1ncc(Cl)cc1Cl |

The list continues.
SMILES	KDM5B inh
Cn1c(=O)c2c(nc(NCCO)n2Cc2ccc(Cl)cc2)n(C)c1=O	6%
CCc1cccc2c(-c3ccccc3)nc(SCC(=O)Nc3ccc(OC)cc3)nc12	-21%
COCCN[C@H]1[C@@H]2OC[C@@H](O2)[C@@H](NCc2ccc(F)cc2)[C@@H]1O	-10%[86.2 µM]
Cc1nc(-c2ccc(Cl)cc2)n(Cc2ccccc2F)c(=O)c1CCO	-20%
COC(=O)C(NC(=O)CC(C)C)(Nc1nc2c(s1)CCCC2)C(F)(F)F (stereo not drawn)	-12%
Cc1csc2nc(-c3cccc(NC(=O)c4c(F)cccc4F)c3)cn12	u
CCNc1ccc2oc3ccccc3c2c1	u
O=C(c1ccccc1OCC1CCCN(Cc2cccnc2)C1)N1CCCCC1 (stereo not drawn)	6%
CCCc1nc(CC)n2cc[nH]c(=O)c12	1%
CC(C)Cn1c(=O)c2ccccc2n2c(CCC(=O)NC(C)c3ccccc3)nnc12 (stereo not drawn)	-15%
COC(=O)c1ccc(CNC(C)=O)cc1	-2%
